PTEN del growth – growth suppressors of cells with PTEN tumor suppressor deletion; viability, % at 10 µM; HCT116 PTEN-null viability, CellTiter-Glo, 60 h; hits give low values; hit rate 1.2% among 140,000;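 active means viability at or below a set limit, 4 SD under the median of all tested compounds, cut at about 3.7% in these data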;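 further: PTEN knockout HCT116 line with beta catenin targeted HCT116 as companion control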
Yeast life ext – extends the lifespan of yeast; S. cerevisiae growth with nicotinamide, OD615; deaD strain in restrictive glucose medium; inhibition of the nicotinamide effect, % at 10 µM; AID 775; hit rate 0.68% among 130,000;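 active means inhibition above a set limit, placed 3 SD over the median of all compounds, cut at about 26% in these data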;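 further: 0% = nicotinamide-treated wells and 100% = cells grown without nicotinamide; some compounds called inactive have numbers as strong as hits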
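Buffer or medium: CSMM-D glucose medium, restrictive; test system: modified budding yeast, DeaD strain; compound: single dose 10 µM compound, 0.25% DMSO; schedule: culture preincubation 4 h, compound exposure 48 h, both 30 °C; detection: optical density (absorbance) at 615 nm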
GALR2 blocker – blocks the human galanin receptor 2. inhibition, % at 4 µM. hit rate 0.39% among 140,000. O43603. GALR2-expressing cells, antagonist mode; in the data active means inhibition above about 27%;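 further: cells stimulated with galanin 1-16 at roughly its EC80; 0% = agonist challenge control and 100% = basal control without agonist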
Target sequence (O43603 whole entry, looked up): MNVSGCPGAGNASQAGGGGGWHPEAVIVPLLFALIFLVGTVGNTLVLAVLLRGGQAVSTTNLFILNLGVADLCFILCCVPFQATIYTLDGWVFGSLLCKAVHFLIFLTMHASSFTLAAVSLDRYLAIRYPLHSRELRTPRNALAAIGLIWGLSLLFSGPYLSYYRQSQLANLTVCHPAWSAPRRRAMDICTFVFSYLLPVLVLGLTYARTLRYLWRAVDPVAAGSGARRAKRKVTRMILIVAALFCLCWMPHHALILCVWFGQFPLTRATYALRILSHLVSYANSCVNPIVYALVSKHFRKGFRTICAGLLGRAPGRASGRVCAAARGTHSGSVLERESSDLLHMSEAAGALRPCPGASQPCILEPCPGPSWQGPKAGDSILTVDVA
Phagocyt inh – blocks phagocytosis by macrophages | J774A.1 macrophage IgG-bead phagocytosis, imaging | inhibition, % at 5 µM | hit rate 0.07% among 110,000 | AID 1029;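 active means inhibition above the mean of the plate negative controls plus 5 SD, cut at about 13% in these data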;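 further: phagocytic index as fraction of beads internalized from green versus red external bead signal; plate controls were DMSO negative control for no effect and cytochalasin-D positive control for full effect; some results beyond the cut were filed as inactive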
NPY Y2 blocker – antagonists of human neuropeptide Y receptor Y2 | P49146 | NPY-Y2 expressing cells, antagonist mode | inhibition, % at 2.7 µM | hit rate 0.99% among 140,000; in the data active means inhibition above about 17%;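 further: 0% = vehicle with agonist challenge and 100% = reference antagonist with challenge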
Target sequence (P49146 whole entry, looked up): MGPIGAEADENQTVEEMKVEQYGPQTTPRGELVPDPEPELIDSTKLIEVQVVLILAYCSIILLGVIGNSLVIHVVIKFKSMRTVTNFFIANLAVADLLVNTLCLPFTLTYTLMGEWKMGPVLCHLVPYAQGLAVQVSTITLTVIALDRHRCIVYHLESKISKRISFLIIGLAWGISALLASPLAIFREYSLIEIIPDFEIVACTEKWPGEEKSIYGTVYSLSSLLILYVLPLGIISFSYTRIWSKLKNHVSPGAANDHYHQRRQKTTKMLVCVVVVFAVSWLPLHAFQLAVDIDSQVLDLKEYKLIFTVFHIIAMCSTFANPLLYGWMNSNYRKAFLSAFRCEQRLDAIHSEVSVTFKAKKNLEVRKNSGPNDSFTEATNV
BB579 growth dn – chemicals that inhibit yeast BB579 growth in restrictive medium (lifespan-shortening candidates) | S. cerevisiae BB579 growth, OD615, 48 h | inhibition, % at 10 µM | hit rate 0.51% among 140,000;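 active means inhibition above a set limit, 3 SD over the mean compound inhibition, cut at about 44% in these data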; further: inactives centre near -24
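Assay system – yeast BB579 (DeaD) · Dosing – single compound dose of 10 µM, 0.25% DMSO final · Detection – OD615 turbidity measurement · Buffer or medium – CSMM-D restrictive synthetic medium containing dextrose (glucose) · Benchmarks – positive control amphotericin B 10 µg/mL · Incubation – 48 h exposure, 30 °C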
MRP-1 activ – activators of MRP-1. H69AR cells + doxorubicin, viability rescue, CellTiter-Glo. viability increase, % at 10 µM. hit rate 0.61% among 140,000. AID 799;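 active means viability gain under doxorubicin at or above a set limit, the compound median plus 3 SD, cut at about 4.7% in these data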;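 further: MRP-1 overexpressing cells given doxorubicin 25 µM after compound pretreatment; 18-22 h compound pretreatment then 72 h with doxorubicin before readout; 0% = doxorubicin-only wells and 100% = vehicle-treated cells without doxorubicin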
E-sel TNF inh – TNF alpha driven E-selectin expression inhibition; hit rate 0.71% among 120,000; HUVEC TNFa-induced E-selectin immunofluorescence, high content; inhibition, % at 2 µM; AID 1246;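 active means inhibition above the batch mean plus 3 SD, and confirmed as a hit on visual image review, cut at about 43% in these data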;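 further: 0% = TNF-stimulated DMSO wells and 100% = unstimulated control wells; not every result past the cut was called active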
Measles CPE – protection of cells from measles virus; Measles virus-infected cells, CPE protection, absorbance; protection (pct of control), % at 4 µM; hit rate 1.5% among 140,000; AID 841; in the data active means protection mostly above about 24%, no sharp cut-off; inactive means mostly below about 26%; further: some compounds called inactive have numbers as strong as hits
HCT116 bCat-KO – beta-catenin-lacking colon tumor cell growth suppression. HCT116 beta-catenin knockout viability, CellTiter-Glo, 60 h; hits give low values. viability, % at 10 µM. hit rate 1.5% among 140,000;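 active means viability at or under a set limit, the compound median less 4 SD, cut at about 6% in these data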;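 further: 0% = Hyamine 1622 control at 20 µM and 100% = untreated cell control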
* hit, by the source's call; nt = no result given. Compounds were not picked by outcome. Share with any hit: about 6.1%.

SMILES | PTEN del growth | Yeast life ext | GALR2 blocker | Phagocyt inh | NPY Y2 blocker | BB579 growth dn | MRP-1 activ | E-sel TNF inh | Measles CPE | HCT116 bCat-KO
CSCCC1NC2(C(=O)Nc3c2ccc(Cl)c3C)[C@@H]2C(=O)N(C3CCCC3)C(=O)[C@H]12 (some centres undefined) | 70 | -4 | 5 | 0 | -1 | -14 | -4.6 | -30 | 20 | 80
Cc1c(O)ccc(C(=O)COc2ccccc2F)c1O | 95 | -9 | -9 | -1 | 6 | -66 | -1.2 | 21 | 22 | 98
CN(C)S(=O)(=O)c1cccc(C(=O)OCC(=O)NC2CCCc3ccccc32)c1 (centres undefined) | 98 | -3 | -3 | -5 | 1 | -38 | 1.0 | nt | 28 | 95
CCCCCOC(=O)Nc1ccc(S(=O)(=O)Nn2cnnc2)cc1 | 103 | -9 | 8 | 0 | -1 | 1 | 1.1 | -27 | 4 | 98
COc1ccccc1N(CN1C(=O)c2ccccc2C1=O)C(=O)c1cccnc1 | 101 | 14 | 2 | -1 | 0 | -61 | -0.4 | nt | 11 | 90
COCCNC(=O)CN(C(=O)Cn1nnc2ccccc21)c1ccc(F)c(Cl)c1 | 87 | -4 | 2 | -2 | 1 | -26 | -3.0 | 2 | 6 | 91
Cc1c(O)ccc2c(CN3CCN(CCO)CC3)cc(=O)oc12 | 103 | 3 | 0 | -1 | -1 | -3 | -2.6 | -16 | 2 | 89
COC(=O)CN1C(c2ccc(OC)cc2)=Nc2ccc(Cl)cc2C1c1ccccc1 (centres undefined) | 63 | -2 | 7 | -10 | 23* | -3 | -3.7 | nt | 6 | 68
CCOc1cccc(C(=O)Nc2ccc3oc(Cc4ccc(Cl)cc4)nc3c2)c1 | 45 | -4 | -15 | 0 | 2 | -40 | -0.9 | 3 | 33* | 34
Cc1ccc(C(=O)O)cc1S(=O)(=O)N1CCOCC1 | 100 | -5 | 0 | 3 | 3 | -1 | 1.8 | 7 | 28 | 102
COc1ccccc1NC(=O)CCC(=O)c1ccc(-c2ccccc2)cc1 | 84 | 0 | 3 | -11 | 9 | -14 | 0.3 | nt | 28 | 95
COc1ccc(NC(=O)c2ccc(COc3ccccc3)o2)cc1 | 101 | -15 | -3 | nt | 6 | -4 | -1.7 | -9 | 33 | 90
Cc1ccc(-n2[nH]c(C)c(/C=C3/C=Nc4ccccc43)c2=O)cc1C | 83 | nt | 5 | nt | 1 | -34 | -2.2 | 5 | 4 | 81
CCCC(C)NC1=NCCCCC1 (centres undefined) | 92 | -6 | 4 | nt | 3 | -3 | -0.9 | 11 | 3 | 101
Cc1cccc(NC(=S)NNC(=O)c2nn(C)cc2Cl)c1 | nt | -12 | 12 | nt | 9 | 1 | 1.7 | -10 | 20 | 104
CS(=O)(=O)Nc1ccc(-c2n[nH]c(=S)n2-c2ccccc2)cc1 | 95 | -5 | 2 | -2 | 0 | -22 | -0.7 | 8 | 9 | 95
O=C(c1ccccc1[N+](=O)[O-])N1CCC(Cc2ccccc2)CC1 | 100 | -3 | 19 | nt | -1 | -1 | 0.6 | -62 | 4 | 93
COc1ccc(CNC(=O)CCCCCn2c(SCC#N)nc3cc4c(cc3c2=O)OCO4)cc1 | 85 | -10 | -4 | 2 | 8 | -23 | -0.2 | nt | 2 | 94
COc1ccc(OCCSc2ncn[nH]2)cc1 | 96 | -4 | 4 | nt | 2 | -27 | -0.3 | -14 | 0 | 96
Fc1ccccc1COc1ccccc1CNCc1ccncc1 | 76 | -8 | 7 | nt | 4 | -32 | -2.7 | -28 | 6 | 67
Cc1c(C(=O)N2CCN(c3ccccc3)CC2)sc2ncnc(N3CCC(C)CC3)c12 | 97 | -2 | 0 | 0 | 1 | -51 | 0.1 | -12 | 15 | 94
c1ccc2sc(N3CN(CCN4CCOCC4)CN(c4nc5ccccc5s4)C3)nc2c1 | 99 | -7 | 10 | 0 | 6 | -47 | -4.8 | -16 | 9 | 93
CC(C)N(CCNC(=O)C1CCN(S(=O)(=O)N2CCOCC2)CC1)Cc1ccccc1 | 90 | -7 | 6 | nt | 3 | -54 | -2.4 | nt | 31 | 90
Cc1ccc(C(=O)NCCc2cc3ccc(C)c(C)c3[nH]c2=O)cc1[N+](=O)[O-] | 92 | -2 | 12 | -8 | 0 | -53 | -0.7 | nt | 31 | 99
CCOC(=O)C(C)(C)N(Cc1ccc(Cl)cc1)S(=O)(=O)c1ccc(Cl)c([N+](=O)[O-])c1 | 1.6* | 8 | 1 | -3 | 1 | -48 | -5.5 | 0 | 4 | 1.1*
Nc1nc(N2CCOCC2)cc(=O)[nH]1 | 89 | -8 | -5 | nt | 0 | -28 | -0.6 | 8 | 12 | 95
COCCNC(=O)/C(C#N)=C/c1ccc(-c2ccc(OC)cc2[N+](=O)[O-])o1 | 33 | -11 | -1 | 0 | 2 | -12 | -4.6 | -7 | 4 | 80
Cc1ccccc1-n1c(C)cc(/C=C2/C(=N)N3C(c4ccccc4)=CSC3=NC2=O)c1C | 64 | -2 | 0 | -6 | 1 | -20 | 2.4 | nt | 5 | 85
CC(=O)Nc1nc2ccc(NC(=O)c3ccco3)cc2s1 | 96 | -14 | 8 | 0 | -1 | -32 | -3.0 | -35 | 52 | 92
Oc1c(C(c2ccccc2)N2CCCCC2)sc2ncnn12 (centres undefined) | 89 | 7 | 22 | nt | 1 | -35 | -1.9 | -29 | 8 | 95
COc1cc2c(cc1NC(=O)COC(=O)[C@@H](NS(=O)(=O)c1cccc(Cl)c1)C(C)C)oc1ccccc12 | 58 | -3 | 10 | -3 | 0 | -37 | 0.1 | nt | 23 | 60
CCOC(=O)CSc1nnc(CNc2cccc(Cl)c2)n1-c1ccccc1 | 105 | -5 | -13 | -1 | 3 | -25 | -0.6 | -29 | 5 | 106
CC12CCC(=O)N1C(C(=O)OCC(=O)Nc1cc(S(=O)(=O)N3CCCCC3)ccc1Cl)CS2 (centres undefined) | 84 | -3 | 2 | 3 | 3 | -54 | -1.8 | -37 | 7 | 90
Cc1ccc(NC(=O)Cn2nnc(C(=O)Nc3ccc(C)c(C)c3)c2N)cc1 | 94 | -3 | 5 | 1 | -1 | -55 | -0.2 | -7 | 15 | 101
CCOC(=O)C(C)Sc1nc2c(c(=O)[nH]c(=O)n2C)n1CCc1ccccc1 (centres undefined) | 94 | -10 | -3 | 1 | 2 | -45 | -2.6 | nt | 3 | 88
Cc1ccc(S(=O)(=O)NC(C)C(=O)Nc2ccc(C(N)=O)cc2)cc1 (centres undefined) | 99 | -7 | 1 | 1 | 2 | -37 | -1.5 | 1 | 5 | 121
CCOC(=O)Cc1cc(=O)n2[nH]c(C)c(-c3ccc(OC)cc3)c2n1 | 103 | -7 | -13 | 0 | 8 | -74 | -0.4 | -10 | 19 | 103
O=c1oc2ccccc2c2c1ncn2-c1ccccc1 | 123 | -5 | 0 | 0 | 4 | -14 | -1.1 | -18 | 2 | 105
COc1ccccc1OCCOc1ccc(C(=O)c2ccccc2)cc1 | 84 | -6 | 8 | -1 | 7 | -11 | -0.7 | nt | 19 | 89
O=C(Nc1sc2c(c1C(=O)O)CCC2)c1cccs1 | 92 | -8 | -10 | 1 | 3 | 10 | -0.1 | nt | 2 | 91
CCOc1ccc(OCCCCN(C)C)cc1 | 89 | -2 | 3 | 0 | 0 | -18 | -1.1 | -1 | 8 | 94
CCOc1ccc(NS(=O)(=O)c2cc(NC(=O)c3ccc(C)cc3)ccc2Cl)cc1 | 11 | -2 | -1 | 4 | 10 | -16 | -2.8 | nt | 6 | 9
O=C(C1CC(c2cccc(Br)c2)=NO1)N1CCc2ccccc2C1 (centres undefined) | 88 | -21 | 4 | nt | 11 | -12 | 2.4 | -2 | 1 | 82
O=C(NCc1ccco1)C(c1ccccc1F)N(CC1CCCO1)C(=O)Cn1nnc2ccccc21 (centres undefined) | 99 | -6 | 3 | -2 | 2 | -33 | -1.5 | nt | 12 | 83
CC(=O)c1ccc(N(C(=O)Cc2c[nH]c3ccccc23)C(C(=O)NC2CCCCC2)c2cccs2)cc1 (centres undefined) | 85 | -5 | 10 | -1 | 0 | -43 | -1.5 | -38 | 26 | 92
COC(=O)c1cc(C(=O)OC)cc(N2C(=O)CC(N3CCN(c4ccccc4)CC3)C2=O)c1 (centres undefined) | 96 | -6 | 4 | -2 | 0 | -6 | -0.2 | 26 | 11 | 90
C/C(=N/NC(=O)c1ccc(Br)o1)C(C)C | 104 | 6 | 6 | -2 | 6 | -24 | -1.6 | -22 | 16 | 82
O=C(N/N=C/c1ccc(OC(=O)c2ccc3c(c2)OCO3)cc1)c1cncc(Br)c1 | 89 | -1 | -1 | nt | 0 | -22 | 0.1 | nt | 5 | 91
CCn1c(SCC(=O)Nc2nc3ccccc3s2)nc2c(c1=O)SC(C)C2 (centres undefined) | 74 | -8 | 7 | nt | 3 | 0 | -3.1 | -30 | 1 | 77
Cc1nn(-c2ccc(F)cc2)c2sc(C(=O)OC3CCOC3=O)cc12 (centres undefined) | 94 | -33 | 1 | -3 | 3 | -30 | -2.5 | 5 | 8 | 97
CON(c1nc(N(C)C)nc(N(C)C)n1)S(=O)(=O)c1ccccc1Cl | 85 | -5 | 21 | nt | -1 | 8 | -3.2 | 15 | 6 | 80
CCOC(=O)C(=O)Nc1nnc(SCc2ccc(F)cc2)s1 | 94 | 35* | 0 | -2 | 6 | -2 | -1.4 | nt | 10 | 101
Cc1cc(C)cc(OCC(=O)Nc2ccc(N3CCCC3)cc2)c1 | 84 | -6 | 6 | 0 | 5 | -18 | -3.5 | -16 | 4 | 91
COCCN1C(=O)C(O)=C(C(C)=O)C1c1ccc(OC)c(OC)c1 (centres undefined) | 109 | -5 | 2 | -2 | 1 | -39 | -0.2 | -18 | 7 | 105
CC(=O)c1ccc(Oc2cc(-c3ccccc3)nc(-c3ccccc3)n2)cc1 | 88 | -1 | 16 | -1 | 3 | -25 | -0.1 | nt | 9 | 93
Cc1[nH]cnc1CSCc1ccc(Cl)cc1 | 73 | 4 | -11 | 6 | 0 | -43 | -2.2 | 2 | 5 | 66
CC1Cc2ccccc2N1CC(=O)NC(=O)NCc1ccco1 (centres undefined) | 82 | -6 | 1 | nt | 3 | -57 | -1.5 | -24 | 4 | 76
O=C(CN(Cc1ccco1)C(=O)c1cc(=O)[nH]c2ccccc12)Nc1ccccc1C(F)(F)F | 100 | -4 | 5 | -2 | 1 | -26 | -2.3 | 6 | 19 | 99
Cc1ccc(C(=O)c2cc([N+](=O)[O-])ccc2N2CCN(C)CC2)cc1 | 19 | -6 | -7 | nt | 4 | 4 | -5.5 | 13 | 2 | 15
Cc1c(NC(=O)c2ccc3c(c2)OCO3)cccc1-c1nc2ncccc2o1 | 86 | -2 | -4 | 1 | 5 | -31 | -1.4 | 27 | 29 | 88
CCOC(=O)c1ccc(NC(=O)c2cc(S(=O)(=O)N3CCOCC3)ccc2O)cc1 | 79 | -5 | -9 | -1 | 5 | -42 | -1.6 | -10 | 6 | 102

Screening results as filed in PubChem BioAssay.
